# Assay outcomes from PubChem.
# TrxR1 substrate: qHTS Assay for Substrates of Mammalian Selenoprotein Thioredoxin Reductase 1 (TrxR1): qHTS; Thioredoxin reductase 1, cytoplasmic (Rattus norvegicus), O89049; Potency, µM (titrated, usually from 114 µM), without a hit: at the top dose activity change, negative = substrate turnover; purified TrxR1 substrate turnover, NADPH consumption readout; 390,000 compounds, 0.01% hits; also: % is scaled to controls: 0 for no effect and ±100 for the full control effect; nearly all actives have a fitted effect of over 50% in size
#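 Rat TrxR1, dispensed at 90 nM, was prereduced with 400 uM NADPH (final) for 5 min at ~22 deg C, then incubated with compound 15 min before 400 uM selenite. A first-read NADPH fluorescence drop versus no-compound background flagged substrates.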
# Vif-A3F inh: qHTS for Inhibitors of Vif-A3F Interactions: qHTS; Potency, µM (doses to about 46.1 µM), inactives show at the top dose activity, negative = active; 390,000 compounds, 0.2% hits; HeLa A3F-eYFP + Vif (tagged APOBEC3F with the HIV-1 protein that degrades it), YFP fluorescence increase; also: % of control where 0% means no effect; nearly all actives have a fitted effect of over 65% in size
#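 Fluorescence increase (Ex 488/Em 500-530) after overnight compound treatment at 37 deg C flags inhibition of Vif-driven A3F-eYFP loss in stable HeLa A3F-eYFP/Vif cells seeded overnight beforehand.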
# rTrxR1 inhibitor: qHTS Assay for Inhibitors of Mammalian Selenoprotein Thioredoxin Reductase 1 (TrxR1): qHTS. Potency, µM (highest dose often 114 µM), for inactives: at the top dose activity change, negative = inhibition, most hits filed as inhibitors. recombinant rTrxR1, NADPH fluorescence consumption, selenite substrate. AID 588453, 2011. Thioredoxin reductase 1, cytoplasmic (Rattus norvegicus), O89049. 390,000 compounds, 1% hits; also: % is scaled to controls: 0 for no effect and ±100 for the full control effect; nearly all actives have a fitted effect of over 65% in size
#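 Rat TrxR1 (90 nM in the dispensed reagent) was pre-reduced with 400 uM NADPH for 5 min at room temperature, then incubated with compound for 15 min. After 400 uM selenite was added, NADPH fluorescence (Ex 340/Em 450 nm) was followed for 8 min.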
# mIDH1 inhibitor: qHTS for Inhibitors of mutant isocitrate dehydrogenase 1 (IDH1): qHTS. 390,000 compounds, 0.093% hits. AID 602179, 2012. Isocitrate dehydrogenase [NADP] cytoplasmic (Homo sapiens), O75874. IDH1-R132H enzyme, NADPH consumption, diaphorase/resazurin fluorescence. Potency, µM (doses to about 76.6 µM), for the others: at the top dose activity change, negative = inhibition, hits mostly inhibitors; also: % is scaled to controls: 0 for no effect and ±100 for the full control effect; nearly all actives have a fitted effect of over 65% in size
#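 IDH1-R132H (0.5 ug/mL) preincubated 30 min with compound, then NADPH (0.016 mM) and alpha-KG (2 mM) added; 80 min at RT, pH 7.5. Remaining NADPH coupled via diaphorase/resazurin to fluorescence (540/590 nm); concentration-response curves normalized to no-enzyme control.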
# RXFP1 agonist: qHTS Assay for Agonists of the Relaxin Receptor RXFP1. HEK293T-RXFP1 cAMP TR-FRET, 30 min; response scale: percent of porcine relaxin response, buffer zero. Potency, µM (doses to about 57.5 µM), without a hit: at the top dose activation, usual class: activators. 370,000 compounds, 0.3% hits. AID 2676, 2010; also: % is scaled to controls: 0 for no effect and ±100 for the full control effect; nearly all actives have a fitted effect of over 60% in size; many of its hits are not listed in these tables
# Target sequence (Q9HBX9 whole entry, looked up): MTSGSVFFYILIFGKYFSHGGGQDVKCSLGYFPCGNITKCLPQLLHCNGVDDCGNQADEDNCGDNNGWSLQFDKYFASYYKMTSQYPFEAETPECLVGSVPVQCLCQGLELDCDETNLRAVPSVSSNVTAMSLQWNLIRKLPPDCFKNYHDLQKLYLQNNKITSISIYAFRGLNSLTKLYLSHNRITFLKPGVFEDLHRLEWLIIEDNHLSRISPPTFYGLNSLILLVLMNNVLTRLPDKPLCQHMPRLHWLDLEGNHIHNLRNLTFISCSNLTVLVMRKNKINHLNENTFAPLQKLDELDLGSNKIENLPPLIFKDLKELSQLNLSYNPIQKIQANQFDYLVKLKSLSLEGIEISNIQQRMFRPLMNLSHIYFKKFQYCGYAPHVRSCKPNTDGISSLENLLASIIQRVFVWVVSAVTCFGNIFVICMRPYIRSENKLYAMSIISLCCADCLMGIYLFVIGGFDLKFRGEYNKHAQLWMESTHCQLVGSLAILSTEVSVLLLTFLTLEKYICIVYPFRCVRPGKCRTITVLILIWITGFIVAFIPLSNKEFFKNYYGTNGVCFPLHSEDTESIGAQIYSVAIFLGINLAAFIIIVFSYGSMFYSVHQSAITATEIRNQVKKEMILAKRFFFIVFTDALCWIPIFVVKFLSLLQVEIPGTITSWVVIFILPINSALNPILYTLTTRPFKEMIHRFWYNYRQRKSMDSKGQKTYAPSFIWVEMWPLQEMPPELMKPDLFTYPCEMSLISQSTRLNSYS
#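 HEK293T cells stably expressing RXFP1 were pretreated with the PDE4 inhibitor Ro 20174, exposed to compounds for 30 min at 37C, lysed, and cAMP was read by TR-FRET. Data normalized to buffer (basal) and 29 nM porcine relaxin (100%).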
# 12-LOX inh: Primary qHTS assay for inhibitors of human arachidonate 12S-lipoxygenase (ALOX12): Round 2. Polyunsaturated fatty acid lipoxygenase ALOX12 (Homo sapiens), P18054. purified 12hLO, xylenol orange hydroperoxide absorbance. Potency, µM (top dose mostly 108 µM), inactives show at the highest dose activity change, negative = inhibition, most hits filed as inhibitors. 580,000 compounds, 1.1% hits. AID 1671190, 2021; also: % is scaled to controls: 0 for no effect and ±100 for the full control effect
#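 Purified human 12hLO at 150 nM in 25 mM Hepes, 0.01% Triton X-100, pH 7.0, preincubated 15 min at room temperature with compound. Reaction started with 40 uM arachidonic acid, 30 min at room temperature. Hydroperoxide measured by Fe-xylenol orange, 573/405 nm absorbance ratio.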
# Vif-A3G inh: qHTS for Inhibitors of Vif-A3G Interactions: qHTS; HeLa A3G-eYFP + Vif (tagged APOBEC3G with the HIV-1 protein that degrades it), YFP fluorescence, overnight; Potency, µM (top dose mostly 46.1 µM), for the others: at the top dose activity, negative = active, actives largely listed as inhibitors; 410,000 compounds, 0.076% hits;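 also: % is scaled to controls: 0 for no effect and ±100 for the full control effect; nearly all actives have a fitted effect of over 60% in size; hits raise eYFP signal because A3G escapes Vif-driven loss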
#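 HeLa cells stably expressing Vif and C-terminally eYFP-tagged A3G, seeded overnight at 37 deg C, then exposed to compound by pintool overnight at 37 deg C. Rise in yellow fluorescence (Ex 488/Em 500-530, Acumen) marks blocked Vif-driven A3G degradation.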
# RGS4 inhibitor: Inhibitors of Regulator of G Protein Signaling (RGS) 4: qHTS | 390,000 compounds, 0.039% hits | AID 504845, 2011 | Potency, µM (series often up to 114 µM), for inactives: at the top dose activity change, negative = inhibition, hits mostly inhibitors | Transcreener GDP fluorescence polarization, RGS4-accelerated GTP hydrolysis; also: % is scaled to controls: 0 for no effect and ±100 for the full control effect; nearly all actives have a fitted effect of over 75% in size; some results filed as inactive show a strong effect at the top dose
# Target sequence (P49798 whole entry, looked up): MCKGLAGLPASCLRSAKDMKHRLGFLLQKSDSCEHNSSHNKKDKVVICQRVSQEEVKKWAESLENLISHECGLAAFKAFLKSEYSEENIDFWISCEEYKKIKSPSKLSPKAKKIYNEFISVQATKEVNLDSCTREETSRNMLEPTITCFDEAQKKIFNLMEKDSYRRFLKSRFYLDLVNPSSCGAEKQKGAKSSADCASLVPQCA
#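 MLSMR compounds (23 nl, pin-transferred) preincubated 10 min at room temperature with a 500nM (2x) first reagent, then RGS4 at 900nM (2x) plus Transcreener GDP mix added; fluorescence polarization (620/688 nm) read before and after 90 min at 30 °C.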
# USP1 inh: Inhibitors of USP1/UAF1: Primary Screen | Potency, µM (top dose mostly 57.1 µM), for the others: at the top dose activity change, negative = inhibition, most hits filed as inhibitors | Ubiquitin carboxyl-terminal hydrolase 1 (Homo sapiens), O94782 | 390,000 compounds, 0.23% hits | AID 743255, 2014 | recombinant USP1/UAF1, Ub-Rhodamine cleavage fluorescence; also: % is scaled to controls: 0 for no effect and ±100 for the full control effect; nearly all actives have a fitted effect of over 60% in size; inactives centre near -12
#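 1 nM enzyme complex + cpd, 15 min RT; start with Ub-Rho 150nM final; kinetic fluorescence ex 480/em 540, 6 reads q60 s. Buffer 50mM HEPES pH 7.8, 0.5mM EDTA, 0.1 mg/ml BSA, 1mM TCEP, 0.01% Tween-20.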
# * marks the source's active call; other numbers are inactive results; ? = inconclusive; . = not tested or not shown; & = joins results of further samples; [ ] = another dose, or the depositor's remark. Calls follow the shape of the dose curve; as a rule, active = well fitted curve in the direction sought with a large enough effect; inconclusive = small, poorly fitted or top-dose-only effect, or another doubt; inactive = no such curve, though single readings can be large; an effect the other way counts as inactive or inconclusive. Potency is read from the fitted curve at half-maximal effect. The list is partial (hit frequency here may not be typical).
# The line under a structure holds: TrxR1 substrate, Vif-A3F inh, rTrxR1 inhibitor, mIDH1 inhibitor, RXFP1 agonist, 12-LOX inh, Vif-A3G inh, RGS4 inhibitor, USP1 inh
> Cc1ccc(CCNC(=O)C(C)n2nc(C)c3c(C)n(-c4ccc(C)cc4)nc3c2=O)cc1 (stereo not given)
  4.3%, 1.2%, 14.9%, -1.6%, -0.9%, -12.7%, -4.9%, 23.0%, ?
> Cc1ccc(-c2cc(Cc3ccccn3)c(=O)[nH]n2)cc1
  5.1%[57.1 µM], 5.7%, 21.7%[57.1 µM], 1.4%, -2.5%, 7.9%, 0.9%, -28.6%, 0.9%
> COc1ccc(S(=O)(=O)N2CCCC(C(=O)N3CCN(C)CC3)C2)cc1C (stereo not given)
  -11.6%, 4.2%, -10.8%, 3.6%, 1.5%, 0.0%, -3.4%, 18.9%, -10.2%
> CC(=O)OCC1=C(C(=O)OC(C)(C)C)N2C(=O)[C@@H](NC(=O)Cc3ccccc3)[C@H]2SC1
  2.9%, ?, 6.31µM*, 9.9%, ., -90.0%, 0.0%, ?, -20.0%
> COc1ccc(/C=C(/NC(=O)c2cccs2)C(=O)NC(C)(C)C)cc1OC
  3.3%[57.1 µM], 2.6%, 3.8%[57.1 µM], 1.9%, 0.2%, 0.0%, 1.9%, 13.5%, -18.5%
> CCC(=O)Nc1nc2ccc3nc(C)sc3c2s1
  1.3%, 2.7%, 1.5%, -6.7%, 0.8%, -16.0%, -11.6%, -0.3%, -8.9%
> CCc1ccc(CNC(=O)CCc2cn(C)c3ccccc23)cc1
  5.8%, 2.0%, 12.6%, 2.7%, 0.8%, 0.0%, 2.7%, -2.4%, -20.5%
> O=C(NCc1ccc(Cl)cc1)c1n[nH]c([N+](=O)[O-])c1Cl
  -4.1%, 2.3%, 12.8%, -5.6%, 0.2%, -14.5%, 2.2%, ?, -24.3%
> Cc1cc(=O)[nH]c(SCC(=O)/C=C2\N(C)c3ccccc3C2(C)C)n1
  10.4%[57.1 µM], -8.4%, 18.2%[57.1 µM], 0.0%, -0.2%, -14.4%, -4.8%, -24.7%, -5.9%
> CCN(c1ccccc1)S(=O)(=O)c1ccc(OC)c(NC(=O)c2ccc(=O)[nH]c2)c1
  6.5%[57.1 µM], -16.3%, 26.3%, 0.0%, ., -1.8%, -15.5%, 27.9%, 1.2%
> COc1ccc(C(=O)Nc2c(C)ccc3nsnc23)cc1[N+](=O)[O-]
  -1.1%, -8.9%, 7.8%, -0.9%, 2.2%, -15.5%, 0.7%, -0.1%, -11.7%
> O=C(Nc1ccc(S(=O)(=O)Nc2ccc(F)cc2)cc1)c1ccc(CN2CCOCC2)cc1
  -5.2%, -11.0%, 4.8%[57.1 µM], 2.9%, -0.8%, -12.2%, -1.5%, 5.7%, -15.8%
> CCOCCCNCc1cc(Br)ccc1OCC
  0.9%, 0.9%, 29.4%, -4.4%, -0.2%, 3.3%, 4.1%, -16.7%, -15.8%
> Cc1cccc(NC(=O)CNC(=O)CN2CCN(C)CC2)c1C
  0.3%, 8.4%, -21.2%, 6.4%, 0.1%, 5.7%, 0.7%, -7.1%, -13.6%
> Cc1cccc(NC(=O)C(NS(=O)(=O)c2ccc3c(c2)CCC(=O)N3)c2ccccc2)n1 (stereo not given)
  2.5%, -14.8%, 54.6%[activator], 1.5%, 1.0%, ?, -5.3%, -27.3%, -1.8%
> Nc1nnnn1/N=C/c1ccc(O)cc1
  -4.1%, 0.0%, -2.5%, -3.1%, -0.1%, -21.1%, 0.8%, 1.7%, -9.2%
> CC1(C)CC(NC(=O)c2c(N)no[n+]2[O-])CC(C)(C)N1
  5.6%[57.1 µM], -14.0%, 6.2%[57.1 µM], 3.8%, 0.7%, 22.7%, -0.1%, -0.6%, ?
> CCn1nc(-c2ccccc2)c(-c2ccccc2)c(C(=O)Nc2ccc(NC(C)=O)cc2)c1=O
  -0.7%, 0.5%, 13.1%, 17.1%, -1.7%, -23.6%, -0.2%, -23.5%, -8.4%
> COCCCNC(=O)c1cc(-c2cccnc2)nc2ccc(S(=O)(=O)N3CCCCCC3)cc12
  -3.2%, -6.3%, 7.6%, -7.2%, -4.0%, 4.1%, 1.4%, 21.9%[11.4 µM], -3.2%
> Cc1ccc(C(=O)NCc2ccc(N(C)C)cc2)cc1NC(=O)c1nsc2ccccc12
  -3.0%[57.1 µM], 0.1%, 18.4%[57.1 µM], 30.2%, 0.1%, -35.8%, 0.2%, 5.3%, 1.7%

# The results go on.
# The line under a structure holds: TrxR1 substrate, Vif-A3F inh, rTrxR1 inhibitor, mIDH1 inhibitor, RXFP1 agonist, 12-LOX inh, Vif-A3G inh, RGS4 inhibitor, USP1 inh
> COc1ccc(NC(=O)CSc2nc3ccccc3nc2N2CCCC2)cc1
  12.0%, -12.9%, 13.6%[57.1 µM], -3.3%, 3.8%, 25.9%&-4.4%, -4.5%, -14.0%, -21.9%
> CCOC(=O)C1CCN(S(=O)(=O)CCNC(=O)c2ccc3c(c2)OCO3)CC1
  -3.7%, 6.4%, -4.5%, 4.1%, -0.2%, -9.1%, 0.8%, 2.9%, -14.4%
> OCCC1CN(Cc2cccn2-c2nccs2)CCN1Cc1ccccc1 (stereo not given)
  5.4%, 0.5%, 13.6%, -1.8%, 2.3%, 17.4%, 1.6%, -10.3%, -18.9%
> CC(C)c1ccccc1NC(=O)COC(=O)COc1ccccc1[N+](=O)[O-]
  1.4%, -0.5%, 7.5%, 2.4%, 0.0%, -11.8%, 12.8%, -14.1%, -13.9%
> Cc1nc2ccccc2n1-c1nc(-c2ccco2)cc(C(F)(F)F)n1
  4.9%[57.1 µM], -4.5%, -11.3%[57.1 µM], 4.1%, -0.8%, -10.7%, -1.0%, -8.6%, -17.6%
> Cn1c(CN2CCCC2)nc2cc(NC(=O)c3ccco3)ccc21
  8.4%, -3.4%, 4.5%, 6.0%, -0.2%, 4.1%, -2.1%, 31.7%, 4.2%
> CN1CCN(C=Nc2nc3ccccc3nc2N2CCCC2)CC1
  -13.3%[57.1 µM], -12.6%, -40.5%, 9.1%, 8.6%, -11.2%, 5.7%, -38.3%, -20.6%
> Cc1cc2c(cc1C)CSC(c1c(O)ccc3ccccc13)SC2
  12.1%[57.1 µM], 8.8%, 8.2%[57.1 µM], 17.2%, 1.5%, -31.9%, -9.5%, -16.8%, -20.8%
> COc1ccccc1Nc1cc(C)nc2c(C)cccc12
  ., -1.1%, ., 9.0%, ., -12.4%, 0.8%, ., -10.1%
> CC(C)Oc1ccc(C(=O)N(Cc2ccco2)Cc2cccs2)cc1
  4.7%, -6.0%, ?, -7.6%, -0.5%, -18.9%, 0.6%, 17.8%, -23.7%
> COc1ccc(CCN(C)Cc2c(O)ccc3cc(Br)ccc23)cc1OC
  -0.9%, -19.9%, ?, 15.3%, 7.4%, 17.8µM*, 4.2%, -24.5%, -11.2%
> CCOC(=O)c1c(S(=O)(=O)NCCc2cccs2)c(C)n(C)c1C
  -2.8%, 0.1%, ?, -9.5%, -0.5%, 1.3%, 0.1%, 29.6%[11.4 µM], -3.5%
> COc1ccc(C=O)cc1CN1CCCN(Cc2ccc(Cl)cc2)S1(=O)=O
  2.3%, -6.5%, 12.4%, 8.0%, 1.2%, 5.3%, 0.0%, -12.8%, -13.9%
> O=C(Nc1ccc(S(=O)(=O)N2CCCC2)cc1)c1cc(=O)c2ccccc2o1
  -8.3%, -1.3%, 8.1%, -5.4%, -1.7%, -18.3%, 2.7%, 6.3%[56.9 µM], -12.1%
> O=C(CCN1CCC(c2ccc(Cl)s2)=N1)c1ccc(Cl)s1
  2.1%, 1.1%, 2.82µM*, -1.4%, -0.5%, ?, -0.9%, 9.2%, -3.0%
> COc1ccc(C2C=C3CNS(=O)(=O)C3CC2OC(=O)c2ccc(C(F)(F)F)cc2)cc1 (stereo not given)
  -18.8%, ., 5.0%, ., ., ., 1.6%, 4.0%, .
> CCCCN(C(=O)c1ccc(S(=O)(=O)N(C)C)cc1)c1ccccc1
  0.1%, 5.3%, 0.7%, -3.0%, 0.8%, 10.9%, 3.6%, 23.5%, -12.1%
> O=C(NCc1cccnc1)c1ccc(Cn2cc(C(F)(F)F)ccc2=O)cc1
  -3.9%, 8.1%, -1.8%, -5.8%, -0.6%, 5.3%, -2.4%, 29.9%, -5.2%
